PriA SSB inh = inhibitors of Klebsiella pneumoniae PriA binding to SSB C-terminal tail, primary screen, biochemical, AlphaScreen | PriA–SSB C-terminal tail interaction (Klebsiella pneumoniae) | AlphaScreen SSBct-PriA binding, biotinylated peptide | inhibition, % at 33 µM | 0.6% of 430,000 active | AID 1272365, 2023; in the data active = inhibition mostly above about 37%, no sharp cut-off; inactive = mostly below about 20%;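 note: plate controls were negative control peptide for no effect and reference peptide for full effect; strong numbers were not always called active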
* marks the source's active call; other numbers are inactive results; & = joins results of further samples.

Results for O=C(Nc1ccc(F)c(Cl)c1)C1CCN(c2ccc(-n3cncn3)nn2)CC1 ?
PriA SSB inh: -16

How did NC(=O)CSc1nnc2[nH]c(=O)c3c(n12)CCCC3 do in these assays?
PriA SSB inh: -14

Results for O=C(O)c1cccn(Cc2ccccc2Cl)c1=O ?
PriA SSB inh: 5

Results for CN(C)/C=C(\C#N)C(=O)NN=C(CC(=O)C(F)(F)F)c1ccco1 ?
PriA SSB inh: -4

Results for O=C(CCCn1nc(-c2ccc(Cl)cc2)ccc1=O)NCc1ccc(F)cc1 ?
PriA SSB inh: -19

Results for Cc1ccc(Cl)c2sc(N(Cc3ccccn3)C(=O)CN3C(=O)CCC3=O)nc12 ?
PriA SSB inh: 0

What do the screens show for `O=S(=O)(/C=C/c1ccccc1)N1CC(Oc2nccs2)C1`?
PriA SSB inh: -13

What do the screens show for `COc1ccc(/C=C2\SC(=O)NC2=N)cc1`?
PriA SSB inh: -5

Results for CC1CCc2c(sc3nc4c5ccccc5c(NCCCN(C)C)nn4c(=O)c23)C1 (configuration not stated) ?
PriA SSB inh: -26

Results for O=C(c1ccc(OC(F)(F)F)cc1)N1CCC(n2ccnn2)CC1 ?
PriA SSB inh: 3

How did COc1ccc(OC)c(C(=O)Cn2cc(-c3nc(C4CC4)no3)ccc2=O)c1 do in these assays?
PriA SSB inh: 6

Results for CC(NC(=O)c1ccc2c(=O)nc3c(-c4cccc(F)c4)n[nH]n3c2c1)c1ccc(F)cc1 (configuration not stated) ?
PriA SSB inh: -11

What do the screens show for `O=c1ccc(-c2ccco2)nn1CCNS(=O)(=O)CCc1ccccc1`?
PriA SSB inh: -11

Results for O=C(C1CCCC1)N1CCc2ccc(NS(=O)(=O)CCc3ccccc3)cc21 ?
PriA SSB inh: 5

Results for O=C(c1n[nH]c2ccccc12)N1CCN(c2ccccn2)CC1 ?
PriA SSB inh: 12

What do the screens show for `Cc1cc(=O)[nH]c(-n2nc(C)cc2NC(=O)c2cc(C)oc2C)n1`?
PriA SSB inh: 26

Results for COc1ccc(C[C@](C)(O)CNC(=O)CCSc2ccccc2)cc1 ?
PriA SSB inh: -5

Results for O=C(NCC1CCN(Cc2cccs2)CC1)C(=O)Nc1cccc(F)c1 ?
PriA SSB inh: -22

How did CCOC(=O)C1CCN(C(=O)Cc2nnc(Nc3cccc(C)c3)s2)CC1 do in these assays?
PriA SSB inh: -13

Results for CCC(CC)C(=O)NCCN1CCN(C(=O)OC)CC1 ?
PriA SSB inh: -11

Some of these compounds in order of heavy-atom count, ascending:
How did NC(=O)CSc1nnc2[nH]c(=O)c3c(n12)CCCC3 do in these assays?
PriA SSB inh: -14

Results for CN(C)/C=C(\C#N)C(=O)NN=C(CC(=O)C(F)(F)F)c1ccco1 ?
PriA SSB inh: -4

Results for O=C(NCC1CCN(Cc2cccs2)CC1)C(=O)Nc1cccc(F)c1 ?
PriA SSB inh: -22

How did COc1ccc(OC)c(C(=O)Cn2cc(-c3nc(C4CC4)no3)ccc2=O)c1 do in these assays?
PriA SSB inh: 6

Results for CC1CCc2c(sc3nc4c5ccccc5c(NCCCN(C)C)nn4c(=O)c23)C1 (configuration not stated) ?
PriA SSB inh: -26

A run of entries taken from the entries so far, as a working copy:
Results for O=C(NCC1CCN(Cc2cccs2)CC1)C(=O)Nc1cccc(F)c1 ?
PriA SSB inh: -22

How did CCOC(=O)C1CCN(C(=O)Cc2nnc(Nc3cccc(C)c3)s2)CC1 do in these assays?
PriA SSB inh: -13

Results for CCC(CC)C(=O)NCCN1CCN(C(=O)OC)CC1 ?
PriA SSB inh: -11

The listing continues:
How did CC(=O)Nc1ccc(S(=O)(=O)N2CCS[C@H]2c2ccco2)cc1 do in these assays?
PriA SSB inh: -6

Results for CCn1ccc(C(=O)Nc2cc(C)nn2-c2nc3ccccc3s2)n1 ?
PriA SSB inh: -8

What do the screens show for `Cc1ccc(NC(=O)CN2CCC(C(=O)NCc3ccc4c(c3)OCO4)CC2)cc1`?
PriA SSB inh: -4&-1

How did Cc1cc(C(F)(F)F)nc(CCNC(=O)CSCc2ccccc2)n1 do in these assays?
PriA SSB inh: -15

What do the screens show for `O=C(Nc1ccc(F)cc1)Nc1ccc(Nc2ccc(-n3cccn3)nn2)cc1`?
PriA SSB inh: -6

What do the screens show for `COc1ccc(S(=O)(=O)N2CCOCC2)cc1C(=O)Nc1cccc(C(F)(F)F)c1`?
PriA SSB inh: -8

What do the screens show for `COc1ncccc1C(=O)NC1CC(=O)N(C2CC2)C1` (configuration not stated)?
PriA SSB inh: 8

Results for Cc1cc(NC(=O)c2cccs2)n(-c2nc(-c3ccccc3)cs2)n1 ?
PriA SSB inh: 1

Results for Cc1nn(C2CCS(=O)(=O)C2)c2nc(-c3ccco3)cc(C(=O)Nc3ccc4c(c3)OCO4)c12 (configuration not stated) ?
PriA SSB inh: 19

How did O=C(Cc1ccc(F)cc1)Nc1nc(-c2cc(Cl)sc2Cl)cs1 do in these assays?
PriA SSB inh: 3

How did O=C(Nc1ccc2c(c1)N(S(=O)(=O)c1ccc(F)cc1)CCC2)c1ccc2nsnc2c1 do in these assays?
PriA SSB inh: -5

Results for O=C(CSc1nnc2ccc(-c3ccccn3)nn12)c1ccc(Cl)cc1 ?
PriA SSB inh: 7

How did COc1cc(C)c(C)cc1S(=O)(=O)N1CCN(c2ccccc2)CC1 do in these assays?
PriA SSB inh: -13

What do the screens show for `O=C(OCn1nnc2ccccc2c1=O)c1ccc(Cl)cc1`?
PriA SSB inh: -15

What do the screens show for `O=C(Nc1cc(-n2cccn2)ncn1)c1ccc(=O)n(Cc2cccc(F)c2)n1`?
PriA SSB inh: -36

What do the screens show for `Cc1ccc(-n2ncc3c(=O)n(NC(=O)/C=C/c4ccc5c(c4)OCO5)cnc32)cc1`?
PriA SSB inh: 2

Results for CCCC(=O)Nc1ccc(C(=O)NN=Cc2ccc([N+](=O)[O-])o2)cc1 ?
PriA SSB inh: -2

Results for NC(=O)CSc1ccc2nnc(-c3ccccn3)n2n1 ?
PriA SSB inh: 72*

How did CCN1C(=O)CCc2cc(NC(=O)c3ccccc3SC(F)F)ccc21 do in these assays?
PriA SSB inh: -9

How did CCS(=O)(=O)c1ccc(C(=O)N(CCN2CCOCC2)c2nc3c(F)cccc3s2)cc1 do in these assays?
PriA SSB inh: -6

What do the screens show for `O=C(NCCn1nc(-n2cncn2)ccc1=O)c1ccc(N2CCOCC2)cc1`?
PriA SSB inh: -6

How did C[C@H]1CCc2c(sc3nc(CCC(=O)NCCc4ccc(S(N)(=O)=O)cc4)[nH]c(=O)c23)C1 do in these assays?
PriA SSB inh: -19

What do the screens show for `O=C(CSc1nnc(NC(=O)c2cc(Cl)ccc2Cl)s1)Nc1nccs1`?
PriA SSB inh: 2

Results for COC(=O)c1sc(-c2ccccc2)cc1NC(=O)c1cccc(C)c1 ?
PriA SSB inh: 1

How did CSc1ccc([C@@H](O)CNC(=O)C2CCN(S(C)(=O)=O)CC2)cc1 do in these assays?
PriA SSB inh: -7

How did Cc1ccc(C2(c3ccc(C)o3)CCCCC2)o1 do in these assays?
PriA SSB inh: -16

How did COCCc1nnc(NC(=O)COc2ccc(F)cc2)o1 do in these assays?
PriA SSB inh: 27

Results for O=C(O)c1ccc(OC2CCCC2)nc1 ?
PriA SSB inh: -10

Results for CCOc1ccc(CCNC(=O)Cn2cnc3c(sc4cccc(F)c43)c2=O)cc1OCC ?
PriA SSB inh: -12&-2

Results for CCc1n[nH]c(=S)n1N=Cc1ccccc1OCc1ccc(Cl)cc1 ?
PriA SSB inh: -12

How did CCN(CC)S(=O)(=O)c1ccc(NN=Cc2ccccc2OCC(=O)O)c([N+](=O)[O-])c1 do in these assays?
PriA SSB inh: 11

What do the screens show for `Cc1c(C(=O)NN=CC(C)C)[nH]c2ccc([N+](=O)[O-])cc12`?
PriA SSB inh: -5

What do the screens show for `Cc1ccc(NC(=O)C(=O)NCC2CCN(C(C)C)CC2)cc1Cl`?
PriA SSB inh: -15&-6

Results for Cn1nc(C(=O)NCc2ccc(OCc3ccccc3)cc2)ccc1=O ?
PriA SSB inh: -24

Results for N#CC(c1ccccn1)N1CCOCC1 (configuration not stated) ?
PriA SSB inh: 5&18

What do the screens show for `CC(C)(C)NC(=O)Cn1cnc2c(cnn2C2CCS(=O)(=O)C2)c1=O` (configuration not stated)?
PriA SSB inh: -4

What do the screens show for `O=C(NC(=S)Nc1ccccc1)C12CCC3CC(CC(C3)C1)C2`?
PriA SSB inh: 8

Results for C[C@](O)(CNC(=O)c1noc2c1CCCC2)c1cc2ccccc2o1 ?
PriA SSB inh: -12

How did Cc1ccc(S(=O)(=O)NCC(=O)NN=Cc2ccc(Cl)cc2Cl)cc1 do in these assays?
PriA SSB inh: -5

How did CCOC(=O)COc1ccccc1[C@@H]1CC(c2cccs2)=NN1C(=O)c1ccccc1 do in these assays?
PriA SSB inh: 0

Results for O=C(NN=Cc1ccc2c(c1)OCO2)c1cccc2ccccc12 ?
PriA SSB inh: -31

What do the screens show for `CCc1ccc(S(=O)(=O)NCCCn2nc(-c3ccc(OC)cc3)ccc2=O)s1`?
PriA SSB inh: -10&-5

Results for CNC(=O)C(=O)Nc1ccc(Cl)c(N2CCCS2(=O)=O)c1 ?
PriA SSB inh: -27

Results for COc1ccc(C(=O)NCc2cccnc2-c2ccsc2)cc1F ?
PriA SSB inh: -12

How did Cc1cccc(NC(=O)c2cccn(Cc3ccc(Br)cc3)c2=O)c1C do in these assays?
PriA SSB inh: 2

How did CCc1cc(S(=O)(=O)NCCCn2ccnc2)ccc1OC do in these assays?
PriA SSB inh: -19&-4

Results for O=C(NCCn1ncccc1=O)c1ccccc1 ?
PriA SSB inh: -6

Results for O=C(Nc1cnc(Oc2ccccc2)nc1)[C@@H]1CCCO1 ?
PriA SSB inh: -10

What do the screens show for `Cc1nnc2ccc(-c3ccc(NC(=O)C4CCCN(c5ccc(=O)n(C)n5)C4)cc3)nn12` (configuration not stated)?
PriA SSB inh: -6

What do the screens show for `Cc1ccc(-c2cc3c(=O)n(CC(N)=O)ncn3n2)cc1C`?
PriA SSB inh: 6

Results for COc1ccc(S(=O)(=O)Nc2ccc3c(c2)NC(=O)C(C)(C)CO3)cc1C ?
PriA SSB inh: 10

What do the screens show for `Cn1nc(C(=O)N2CCC(S(=O)(=O)c3ccc(F)cc3)CC2)ccc1=O`?
PriA SSB inh: 0

What do the screens show for `O=S(=O)(c1cccc2ccccc12)N(Cc1ccccn1)Cc1ccco1`?
PriA SSB inh: -21

How did CSc1nnc(CNC(=O)c2ccccc2C(F)(F)F)n1-c1ccc(F)cc1 do in these assays?
PriA SSB inh: 0

How did CN(C)CCCN(C(=O)CSc1ccc(Cl)cc1)c1nc2c(F)cccc2s1 do in these assays?
PriA SSB inh: 25

What do the screens show for `CCS(=O)(=O)Nc1ccc(C2=NN(S(=O)(=O)CC)[C@H](c3ccco3)C2)cc1`?
PriA SSB inh: -10

What do the screens show for `CC(=NNC(=O)c1ccccc1Br)c1ccc(N2CCOCC2)cc1`?
PriA SSB inh: -2

Results for COc1ccc(CNC(=O)Cn2nc3c(c2NC(=O)c2cnccn2)CSC3)cc1 ?
PriA SSB inh: 2

What do the screens show for `CSc1nnc(C)c(=O)n1COC(=O)c1c(-c2ccccc2Cl)noc1C`?
PriA SSB inh: -8

Results for O=C(Cc1ccccc1)NCCn1ncc2c(N3CCOCC3)ncnc21 ?
PriA SSB inh: -18

Results for CC(=O)Nc1ccc(SCCCC(=O)NC2CC2)nn1 ?
PriA SSB inh: -14

Results for O=C(COC(=O)c1c2c(nc3ccccc13)CCC2)c1ccc(F)cc1 ?
PriA SSB inh: -29

Results for O=C(NCCn1ccc(C(F)(F)F)n1)C1(c2ccc(Cl)cc2)CCCC1 ?
PriA SSB inh: -10

Results for O=C(Nc1nc(-c2ccccc2)cs1)c1ccccc1[N+](=O)[O-] ?
PriA SSB inh: 84*

How did CCOC(=O)NN=Cc1ccc(C)o1 do in these assays?
PriA SSB inh: 5

What do the screens show for `Cn1cc(C(Cc2ccccc2)=NO)c2ccccc21`?
PriA SSB inh: 14

How did COC(=O)c1ccc(C=NNC(=O)CC(=O)NCc2cccnc2)cc1 do in these assays?
PriA SSB inh: 1

What do the screens show for `Cc1cc(NC(=O)c2ccc(C(=O)c3ccccc3)cc2)n(C)n1`?
PriA SSB inh: 1

How did Cc1ccccc1C(=O)Nc1ccc(C(=O)NN=Cc2ccc(O)cc2)cc1 do in these assays?
PriA SSB inh: 6

What do the screens show for `O=C(CCS(=O)(=O)c1ccc(Cl)cc1)Nc1nnc(-c2ccc3c(c2)OCO3)o1`?
PriA SSB inh: -17

How did CC12CC(c3ccccc3O1)C(C(N)=NNC(=O)c1ccc(F)cc1)C(=O)N2 (configuration not stated) do in these assays?
PriA SSB inh: 0

What do the screens show for `O=C(N[C@H](c1cccnc1)C1CCOCC1)c1cccc(Oc2ccccn2)c1`?
PriA SSB inh: -15

How did O=C(CS(=O)(=O)c1ccc(F)cc1)Nc1nc(-c2cccc([N+](=O)[O-])c2)cs1 do in these assays?
PriA SSB inh: -19

Results for Cn1nc(CNC(=O)C2(c3cccs3)CCCC2)cc1-c1ccccn1 ?
PriA SSB inh: -11

How did O=C(c1ccc(Cl)c(NC2=NC3CS(=O)(=O)CC3S2)c1)N1CCN(c2ccccn2)CC1 (configuration not stated) do in these assays?
PriA SSB inh: -20

Results for CC(=NNC(=S)NC(C)C)c1ccc(-n2ccnc2)cc1 ?
PriA SSB inh: 1

How did CCOC(=O)Cn1c(=NC(=O)c2ccc(S(=O)(=O)N3CCOCC3)cc2)sc2c(C)cc(C)cc21 do in these assays?
PriA SSB inh: -15

What do the screens show for `COc1ccccc1CCNc1ccc2nnc(CCNC(=O)c3ccc(C)cc3)n2n1`?
PriA SSB inh: -20

Results for COC(=O)c1ccccc1NC(=O)COc1cc(C)nc(N2CCCC2)n1 ?
PriA SSB inh: 5

Fetched by structure from above (2):
How did CCOC(=O)Cn1c(=NC(=O)c2ccc(S(=O)(=O)N3CCOCC3)cc2)sc2c(C)cc(C)cc21 do in these assays?
PriA SSB inh: -15

Results for Cn1nc(CNC(=O)C2(c3cccs3)CCCC2)cc1-c1ccccn1 ?
PriA SSB inh: -11

Screening data (PubChem BioAssay)

Some of the compounds tested; the hit share may differ from the screen's.
